aDG glyco up: alpha-DG glycosylation activation; Pro5-aDG cells, alpha-DG glycosylation AlphaScreen (IIH6); 0% Pro5, 100% B10-LARGE cell signal; activation, % at 10 µM; 360,000 tested, 0.22% active;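 active = activation of at least 8% versus controls, or a plate z-score of at least 8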;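 also: Pro5 are CHO cells carrying HIG-tagged alpha-DG that lacks glycosylation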
ABCB6 inh MLPCN: blocks the human ABCB6 transporter. K562-ABCB6 porphyrin accumulation, flow cytometry, 1 h; stronger effect = lower value. 360,000 tested, 0.19% active. fluorescence ratio to DMSO, % at 10 µM. Q9NP58. AID 602162;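 active = fluorescence ratio to DMSO below 75%, the collection mean minus 3 SD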;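 also: signal is porphyrin accumulated inside mitochondria; 100% equals median channel fluorescence of DMSO control wells; lower ratio means ABCB6 inhibition with less porphyrin fluorescence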
Vif imaging: inhibitors of HIV Vif | HEK293T cells, Vif self-association by quenched fluorescence, imaging, 24 h | inhibition, % at 7.49 µM | 340,000 tested, 0.35% active | AID 602346; in the data active = inhibition above about 50%, passing the limit was not always enough; also: some results filed as inactive read as strong as hits
N-glyco inh: N-linked glycosylation inhibition | AID 588692 | 360,000 tested, 0.23% active | D54 ERlucT glycosylation luciferase reporter, 24 h; percent of 100 nM tunicamycin response | reporter increase, % at 12.5 µM;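 active = mean luciferase reporter signal, scaled so untreated is 0 and the glycosylation-blocking control 100, at or above a set limit in every replicate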;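 also: luciferase carries N-glycosylation sites so blocking glycosylation raises the light; 0% = median of neutral control wells and 100% = median of 100 nM tunicamycin wells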
HTR2A ag: mouse HTR2A agonism via beta-arrestin recruitment; P35363; CHO-K1 mHTR2A beta-arrestin complementation, luminescence; percent of 30 µM serotonin response; activation, % at 7.6 µM; 360,000 tested, 0.66% active; AID 624169;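 active = activation above a run cutoff, the mean activation of all tested compounds plus 3 SD, cut at about 14% in these data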;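 also: 0% = plate median of compound wells and 100% = 30 µM serotonin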
MC4R barr agon: agonists of human melanocortin 4 receptor (MC4R) beta-arrestin | P32245 | activation, % at 8.9 µM | U2OS MC4R beta-arrestin complementation, luminescence; percent of melanotan II response, DMSO zero | 360,000 tested, 0.98% active;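 active = activation above a per-plate cutoff, the mean activation of sample wells on that plate plus 3 SD, cut at about 8% in these data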
Target sequence (P32245 whole entry, looked up): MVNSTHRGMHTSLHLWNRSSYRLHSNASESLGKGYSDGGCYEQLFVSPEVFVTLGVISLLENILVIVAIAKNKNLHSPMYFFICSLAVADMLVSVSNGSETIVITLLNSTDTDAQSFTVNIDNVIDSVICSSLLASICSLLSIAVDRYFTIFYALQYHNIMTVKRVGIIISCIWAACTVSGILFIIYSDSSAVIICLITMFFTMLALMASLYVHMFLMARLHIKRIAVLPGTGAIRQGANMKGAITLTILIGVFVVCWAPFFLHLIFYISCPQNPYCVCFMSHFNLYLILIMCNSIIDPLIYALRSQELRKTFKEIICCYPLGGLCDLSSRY
PDI inh: blocks human protein disulfide isomerase activity. P07237. PDI insulin aggregation turbidity, A650, 90 min. inhibition, % at 10 µM. 350,000 tested, 0.052% active. AID 588391;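 active = mean inhibition across replicates of 30% or more, whatever share of single replicates reach that level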;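 also: absorbance from insulin aggregation driven by PDI reduction with DTT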
Target sequence (P07237 whole entry, looked up): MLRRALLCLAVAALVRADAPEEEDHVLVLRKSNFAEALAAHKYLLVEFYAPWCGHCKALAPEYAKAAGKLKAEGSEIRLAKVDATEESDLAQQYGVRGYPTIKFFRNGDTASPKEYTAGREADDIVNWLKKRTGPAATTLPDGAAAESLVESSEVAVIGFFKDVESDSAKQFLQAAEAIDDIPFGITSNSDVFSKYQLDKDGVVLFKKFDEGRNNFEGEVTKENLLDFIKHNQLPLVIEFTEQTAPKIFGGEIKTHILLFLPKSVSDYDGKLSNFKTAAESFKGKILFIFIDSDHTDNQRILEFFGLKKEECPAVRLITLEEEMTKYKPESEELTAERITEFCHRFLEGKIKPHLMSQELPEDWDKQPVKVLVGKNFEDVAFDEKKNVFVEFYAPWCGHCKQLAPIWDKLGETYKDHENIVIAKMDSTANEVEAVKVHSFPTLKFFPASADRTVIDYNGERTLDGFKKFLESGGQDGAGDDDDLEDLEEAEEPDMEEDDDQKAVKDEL
CaV13 FRET inh: Disruptors of the CACNA1D IQ motif to Ca2+-dependent inactivation inhibitor domain association, primary screening, Förster resonance energy transfer in intact living …; HEK cells, CFP/YFP FRET ICDI-IQ, plate reader, 10 min; percent FRET-ratio fall versus neutral wells; inhibition, % at 12.3 µM; AID 743397; 340,000 tested, 0.098% active;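 active = mean replicate inhibition of at least 30% and at least 1% of replicates passing that level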;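 also: 0% = median of the neutral control wells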
MC4R antag cAMP: human MC4R antagonism in cAMP assay; MC4R-expressing cells, MTII-stimulated cAMP, LANCE TR-FRET; inhibition, % at 6.5 µM; P32245; 360,000 tested, 0.48% active;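 active = inhibition above its plate's cutoff, the mean of tested wells on that plate plus 3 SD, cut at about 29% in these data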;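 also: 0% = Melanotan II alone and 100% = Melanotan II plus saturating MCL0020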
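Assay system: human MC4R-expressing U2OS cells; reagent: Melanotan II stimulation of cells; dosing: 6.5 µM single dose; timing: compound 30 min, challenge 1 h, detection 1 h; signal: TR-FRET cAMP assay; replicates: one well per compound, no replicates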
Cardio protect: protects H9c2 cardiomyocytes from peroxide injury; H2O2 injury protection, ATPLite, 2 h; protection from H2O2 cell death, % at 20 µM; 360,000 tested, 0.63% active; AID 588492;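 active = compounds giving at least 50% protection of heart cells from peroxide-induced death in the single-dose screen, raw or plate-pattern-corrected value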;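 also: 0% = DMSO wells with peroxide and 100% = DMSO wells without peroxide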
Starred values were filed as active, the others as inactive; x = no result given.

SMILES	aDG glyco up	ABCB6 inh MLPCN	Vif imaging	N-glyco inh	HTR2A ag	MC4R barr agon	PDI inh	CaV13 FRET inh	MC4R antag cAMP	Cardio protect
Clc1ccc2c(c1)C1OCCC1C(c1ccco1)N2 (stereo not drawn)	0.1	89	-6	3	-2	-1.2	-4	-5	-1	-18
COc1ccc(S(=O)(=O)NC(C)C(=O)NCc2cccnc2)cc1Cl (stereo not drawn)	-0.1	97	17	2	4	-0.4	0	-4	-2	-5
O=C(OCc1ccc([N+](=O)[O-])cc1)c1cc(S(=O)(=O)N2CCCCC2)ccc1N1CCOCC1	-0.4	94	-12	-6	-2	-4.9	-24	-5	4	-8
Cc1ccc(OCCOCCN2CCN(C)CC2)c(C(C)(C)C)c1	0.2	96	5	-1	-5	-1.4	13	-21	-2	5
Cc1nn(-c2ccccc2)c(C)c1/C=N/NC(=O)c1cc(C(C)(C)C)[nH]n1	0.3	106	-11	6	-9	-0.1	10	x	2	54*
C=C(C)c1cccc(C(C)(C)NC(=O)Nc2nncs2)c1	-0.1	98	4	1	-4	-2.7	0	-16	-1	-5
CCCCNC(=O)N1CCN(Cc2ccc(F)cc2)CC1	-0.5	89	1	-3	8	0.1	2	0	9	1
O=C(Nc1ccc(F)cc1)c1cc2ccccc2o1	0.0	95	-2	-4	0	-0.5	14	-3	6	-10
CC(=NCCCn1ccnc1)c1c(C)[nH]n(-c2ccc([N+](=O)[O-])cc2)c1=O	1.2	94	3	-1	1	0.3	3	-2	8	3
CCCCN1C(=O)N(C)C2C1N(C)C(=O)N2CCCC (stereo not drawn)	-0.2	89	5	2	-1	-2.6	-5	-5	4	0
CCCN1CNc2c(c(=O)[nH]c(=S)n2-c2ccccc2Cl)C1	-0.1	95	10	0	0	-2.1	6	2	-12	12
Oc1ccccc1NCC(O)Cn1ccc2ccccc21 (stereo not drawn)	-0.2	99	4	4	-2	-0.8	-1	-3	15	-19
c1ccc(Oc2cccc(NC3=NCCC3)c2)cc1	0.3	x	-7	-1	4	-1.3	6	x	0	11
CCOC(=O)C1=C(c2ccccc2)NC(SC)=C(C#N)C1c1cccnc1 (stereo not drawn)	0.7	99	-3	3	6	0.4	6	-16	1	-2
Cn1c(SCC(N)=O)nnc1C1CCN(C(=O)NC2CCCCC2)CC1	0.0	89	11	3	3	0.0	-6	-4	3	5
COc1ccc(-c2ccc(C#N)c(SCC(=O)NCCc3ccccc3)n2)cc1OC	2.4	97	7	2	-2	12*	-1	x	19	11
FC(F)(F)c1nc2ccccc2[nH]1	-0.1	97	-3	1	4	-0.8	2	0	-3	-4
CCOc1ccccc1NC(=O)CCS(=O)(=O)c1cccc2nonc12	0.0	105	x	x	-2	-2.3	-6	x	-4	9
C/[N+]([O-])=C1\Cc2ccccc2C1=O	0.0	90	-1	3	1	0.1	-7	x	6	2
CCc1ccc(C(=O)COC(=O)CNC(=O)Cc2ccccc2)cc1	-0.1	81	-3	4	14	-0.4	11	-6	4	-1
Cc1ccc(C(O)c2ncc(-c3ccc(Cl)cc3)[nH]2)c(C)c1 (stereo not drawn)	0.2	97	14	-3	-3	2.0	7	-4	-1	-15
Cc1cccc2nc(C(F)(F)F)nc(=O)n12	0.0	97	2	-4	1	-0.5	15	x	9	7
CC(C)C(C)NC(=O)CSc1nnc(-c2c[nH]c3ccccc23)o1 (stereo not drawn)	0.0	95	-11	2	2	0.8	0	3	-3	4
O=C(COc1ccccc1O)NCCN1CCOCC1	0.0	90	-4	-2	7	1.2	13	-4	3	5
c1ccc(CCNc2c3c(nc4ncnn24)CCC3)cc1	0.6	99	-8	-2	0	0.4	-2	-6	2	-7
O=C(CCCC(=O)OCC(Cl)=C(Cl)Cl)Nc1ccccc1F	0.1	99	-13	1	0	-2.0	5	-6	0	0
C(=C\c1ccccc1)/CN1CCN(C(c2ccnc3ccccc23)c2nnnn2-c2ccc3c(c2)OCCO3)CC1 (stereo not drawn)	-0.4	109	x	-3	-2	x	x	-4	x	-3
CCC(C)c1ccc2oc(-c3ccc(NC(=O)c4ncn[nH]4)cc3)nc2c1 (stereo not drawn)	0.9	99	-17	-1	-1	-1.4	-14	-9	-1	1
O=C1NC2=C(C(=O)CCC2)C(c2cccc([N+](=O)[O-])c2)N1 (stereo not drawn)	-0.1	97	1	-1	-4	0.0	3	-11	-3	-6
O=C(Nc1cccnc1)c1cc2cc(Br)ccc2oc1=O	-0.1	89	9	2	3	-1.2	3	1	-3	-5
C=CCn1c(COc2cccc(C)c2)nnc1SCC(=O)NC(=O)NCc1ccco1	0.0	98	-3	-1	-1	-1.0	4	-9	-4	1
CCc1c(C)[nH]c(=S)c(C#N)c1C	0.0	99	12	0	-3	-1.5	-1	-4	14	11
COc1ccccc1Nc1nc(N)nc(CSc2nccn2C)n1	0.3	98	-1	1	0	0.1	-9	-18	6	-1
CC(C)n1c(O)c(N=NC(=O)C2COc3ccccc3O2)c2ccccc21 (stereo not drawn)	-0.2	106	x	1	-2	1.9	-4	-7	5	27
Cc1csc(NC(CO)c2nc3ccccc3n2CCOCCO)n1 (stereo not drawn)	-0.1	97	x	-2	-4	-2.2	-1	-10	-4	-3
Cc1ccc(C)c2[nH]c(=O)c(CN(Cc3ccco3)C(=O)Nc3ccccc3)cc12	-0.1	102	-8	1	-4	1.2	-6	x	5	35
Nc1nc(NC(=O)c2ccco2)nn1-c1ccccc1	-0.1	99	10	-1	1	-0.1	-2	x	1	-4
O=C(Nc1ccccc1Cl)c1cc(C2CCCCN2S(=O)(=O)c2ccccc2)on1 (stereo not drawn)	-0.1	100	11	1	-1	-0.1	8	-10	19	-11
COc1ccc(C)cc1NC(=O)C(C)N1CCOCC1 (stereo not drawn)	0.1	100	-1	2	1	-0.2	-9	0	-4	2
CC(=O)N1CCN(c2ccc([N+](=O)[O-])c(-n3nc(C)cc3C)c2)CC1	-0.4	94	12	2	5	1.2	1	-3	17	6
CC(C)=N/N=C(\N)SCc1ccccc1	0.1	95	-2	1	-5	-3.1	5	-5	6	-8
O=C(Nc1ccc(Cl)cc1)N1CCN(c2ccccc2)CC1	0.4	104	17	0	-1	-1.9	-5	x	4	10
CCCOc1ccc(N2C(=O)CC(N3CCOCC3)C2=O)cc1 (stereo not drawn)	0.1	98	9	0	-4	-0.5	-9	x	-5	-1
CCO[C@@H]1OC(C(=O)N2CCCCCCC2)=C[C@H](c2cn(C(C)=O)c3ccccc23)[C@H]1CCCO	0.2	97	0	-1	4	0.2	-2	x	1	21
Cc1cc(C(=O)NC2CCCCC2)c(C)n1-c1ccc(F)cc1	0.4	98	8	-9	-3	-2.4	0	-6	2	-8
COC(=O)C1(C)NC(c2ccc(O)cc2)C2C(=O)N(c3ccc(C)cc3)C(=O)C21 (stereo not drawn)	0.0	104	1	1	-6	-2.0	2	-5	3	6
COc1ccc(NC(=O)C2Cc3c(-c4ccccc4Oc4ccccc4)ccnc3O2)cn1 (stereo not drawn)	0.8	93	-3	-5	6	0.4	10	-4	-1	-19
CCc1ccc2c(c1)C1(NN=C(c3cccc4ccccc34)S1)C(=O)N2 (stereo not drawn)	-0.9	112	5	10	-3	-3.2	1	x	-7	45
COc1ccccc1NC(=S)N1CCCC1	-0.2	100	9	2	5	3.3	-5	-6	-8	2
COC(=O)C(CO)NC(=O)C1CCCN1C(=O)CNC(=O)OCc1ccccc1 (stereo not drawn)	-0.1	99	-1	0	-2	0.4	-1	-4	10	-1

Entries of single compounds as entered above. Screens in order: aDG glyco up, ABCB6 inh MLPCN, Vif imaging, N-glyco inh, HTR2A ag, MC4R barr agon, PDI inh, CaV13 FRET inh, MC4R antag cAMP, Cardio protect
`COC(=O)C1(C)NC(c2ccc(O)cc2)C2C(=O)N(c3ccc(C)cc3)C(=O)C21` (stereo not drawn) across the screens: 0.0, 104, 1, 1, -6, -2.0, 2, -5, 3, 6
`CCCOc1ccc(N2C(=O)CC(N3CCOCC3)C2=O)cc1` (stereo not drawn) across the screens: 0.1, 98, 9, 0, -4, -0.5, -9, x, -5, -1
`Cc1cc(C(=O)NC2CCCCC2)c(C)n1-c1ccc(F)cc1` across the screens: 0.4, 98, 8, -9, -3, -2.4, 0, -6, 2, -8
`CCc1ccc2c(c1)C1(NN=C(c3cccc4ccccc34)S1)C(=O)N2` (stereo not drawn) across the screens: -0.9, 112, 5, 10, -3, -3.2, 1, x, -7, 45

Other entries
SMILES	aDG glyco up	ABCB6 inh MLPCN	Vif imaging	N-glyco inh	HTR2A ag	MC4R barr agon	PDI inh	CaV13 FRET inh	MC4R antag cAMP	Cardio protect
O=C(NCc1ccc(F)cc1)Nc1cccc([N+](=O)[O-])c1	0.0	105	-5	-2	-6	-2.4	-2	-2	11	-19
CC(=O)N1c2ccc(Cl)cc2C2C=CCC2C1c1cccc2ccccc12 (stereo not drawn)	3.6	104	22	3	2	1.2	3	x	-18	6
O=C1CCN(Cc2ccccc2)CCN1[C@H](CSc1ccccc1)c1ccccc1	0.0	95	-6	-1	-2	-0.8	12	-8	-1	-2
CSc1ccccc1C(=O)NC1CCCc2ccccc21 (stereo not drawn)	-0.1	93	-3	-2	1	0.0	-1	-5	7	4
O=C(Nc1ccc(Cl)cc1)Nc1ccccc1Sc1ncc([N+](=O)[O-])s1	0.0	99	1	8	3	-2.5	-4	-5	-7	-13
CN1CCN(c2ccc(NC(=O)c3ccco3)cc2Cl)CC1	0.1	93	16	-12	0	-1.2	1	-3	10	-6
COC(=O)c1ccc(N2C(=O)CC(SCCN)C2=O)cc1 (stereo not drawn)	-0.2	98	19	0	4	0.4	1	-5	-1	5
CCCCCCNC(=O)O[C@]12C[C@@H](C(=O)OC)[C@@H](C(=O)OC)C[C@@]1(O)CN(S(=O)(=O)c1ccc(C)cc1)C2	0.1	96	-2	1	-2	1.8	-4	-7	9	22
Cc1nnc(NC(=O)c2ccc(C)c(S(=O)(=O)N3CCOCC3)c2)s1	-0.1	95	6	4	3	-0.2	1	-4	17	3
O=C(Nc1ccccc1Cl)c1ccccc1CC(O)(c1ccccc1)c1ccccc1	0.0	96	0	0	21*	-1.1	-8	-7	5	-3
COc1ccc(NC(=O)N(C)C[C@H]2Oc3ccc(NS(=O)(=O)c4c(C)noc4C)cc3C(=O)N([C@H](C)CO)C[C@@H]2C)cc1	-0.1	96	12	2	9	0.4	6	-8	6	2
CCC(C)C(=O)Nc1nnc(-c2cccs2)s1 (stereo not drawn)	-0.2	93	8	3	3	0.6	-8	-5	-1	-5
COc1ccc(NS(=O)(=O)c2ccc(NC(=O)c3ccccc3)cc2)nn1	-0.1	102	-8	0	-1	-1.6	1	-5	1	8
Cc1ccc(NC(=S)NC2CC3CCCC(C2)N3Cc2cccs2)cc1 (stereo not drawn)	1.8	106	3	-5	-2	0.0	0	-8	7	-6
CCOCC(=O)Nc1nnc(Cc2ccc(OC)cc2)s1	0.0	106	8	0	2	5.0	8	-5	5	-4
COC1CCCCC1Nc1cc(C)ccc1C (stereo not drawn)	0.2	97	12	-1	2	1.8	5	-7	17	0
NCCc1nnc(SCC(=O)Nc2cccc(Cl)c2)o1	2.4	103	-1	3	12	-1.8	4	-5	-3	8

Screening data: PubChem, several laboratories

This is a random part of the collection (roughly 3.6% active in at least one column).
